# Bioassay records (PubChem BioAssay)
# CHO-K1 Ca antag: nonselective inhibitor or artifact in parental CHO-K1 cells | ATP-induced calcium, Fluo-8 fluorescence | inhibition, % at 3 µM | 360,000 compounds, 0.6% hits;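 active = inhibition above a per-plate cutoff, the plate's mean sample inhibition plus 3 SD, cut at about 24% in these data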;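 note: 0% = DMSO plus EC80 ATP and 100% = DMSO alone without ATP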
# TAAR1 antagonist: human TAAR1 antagonism; 360,000 compounds, 1.5% hits; CHO RD-HGA16 TAAR1, Fluo-8 calcium fluorescence, antagonist; Q96RJ0; AID 624466; inhibition, % at 3 µM;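 active = inhibition above a per-plate cutoff, the mean inhibition of test compounds on that plate plus 3 SD, cut at about 49% in these data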;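 note: 0% = DMSO plus EC80 beta-PEA response and 100% = DMSO alone without agonist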
# Target sequence (Q96RJ0 whole entry, looked up): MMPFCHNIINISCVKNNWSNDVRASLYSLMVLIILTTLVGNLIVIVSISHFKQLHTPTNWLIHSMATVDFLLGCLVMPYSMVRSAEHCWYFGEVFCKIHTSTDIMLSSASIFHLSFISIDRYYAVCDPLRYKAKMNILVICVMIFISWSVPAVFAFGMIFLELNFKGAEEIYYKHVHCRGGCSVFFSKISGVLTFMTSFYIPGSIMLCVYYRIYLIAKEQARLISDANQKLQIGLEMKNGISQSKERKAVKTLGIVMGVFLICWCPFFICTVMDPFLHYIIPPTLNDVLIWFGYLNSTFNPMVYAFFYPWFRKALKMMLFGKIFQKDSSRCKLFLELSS
#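 Test system – hTAAR1-expressing CHO RD-HGA16 cells, Gα16-coupled · Reagent – β-PEA at EC80 concentration, post-compound challenge · Compound dosing – 3 µM, single point · Timing – 140 s kinetic read after compound, 140 s after agonist · Detection – Fluo-8 intracellular calcium dye fluorescence, real-time kinetic reads · Control set – DMSO and EC80 PEA controls · Repeats – n of 1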
# TAAR1 agonist: human TAAR1 agonism; activation, % at 3 µM; CHO RD-HGA16 TAAR1, Fluo-8 calcium fluorescence; vehicle wells 0%, saturating PEA agonist 100%; Q96RJ0; 360,000 compounds, 0.99% hits;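 active = activation above the mean activation of all test compounds in the run plus 3 SD, cut at about 38% in these data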
#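 Repeats: no replicates (n 1) | Material: CHO-derived RD-HGA16 cells with stable Gα16 and human TAAR1 | Technique: Kinetic Fluo-8 calcium fluorescence | Schedule: 17-24 h seeding, 75 min 37 °C dye, 30 min RT | Evaluation: % activation from peak over basal fluorescence ratio, DMSO-to-PEA scaled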
# V1aR counter: counter-screen for oxytocin receptor agonists: human V1a receptor agonists; activation, % at 3 µM; 320,000 compounds, 0.25% hits; P37288; CHO-V1R cells, Fluo-8 calcium fluorescence, agonist mode; 0% DMSO, 100% 3 nM vasopressin;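 active = activation above the mean activation of all tested compounds plus 3 SD, per screening run, cut at about 20% in these data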;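 note: signal is peak over basal fluorescence ratio across a 100 second FLIPR read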
# OXTR potentiate: potentiators of human oxytocin receptor. P30559. CHO-OTR cells, Fluo-8 calcium fluorescence, potentiator mode; 0% = oxytocin EC15, 100% = EC100. activation, % at 3 µM. 320,000 compounds, 0.061% hits;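 active = activation above that plate's cutoff, the mean activation of tested compounds plus 3 SD, cut at about 6.6% in these data, passing the limit was not always enough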;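 note: 100% uses oxytocin at 75 nM as the full agonist control; some results filed as inactive read as strong as hits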
#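 Assay system: CHO cell line stably expressing human OTR | Also added: Oxytocin at about EC15, sub-maximal agonist stimulus | Times: Compound 6 min at room temperature before oxytocin, 100 s read | Measured by: Fluo-8 intracellular calcium fluorescence, ex 470-495, em 515-575 nm | Controls: EC15 oxytocin alone as 0%, 75 nM oxytocin as 100%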
# M1 PAM parental: counter-screen for M1 PAMs: effect in parental CHO-K1 cells | ATP EC20, Fluo-8 calcium fluorescence; 0% at ATP EC20, 100% at ATP max | activation, % at 3 µM | 360,000 compounds, 0.02% hits | AID 602247;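 active = activation above the run cutoff, the mean activation of all test compounds plus 3 SD, cut at about 40% in these data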;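 note: peak over basal fluorescence ratio in a 140 s read after ATP addition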
# M1 ag parental: counter-screen for M1 agonists: effect in parental CHO-K1 cells; Fluo-8 calcium fluorescence; scaled to maximal ATP response, vehicle zero; activation, % at 3 µM; 360,000 compounds, 0.48% hits; in the data active = activation above about 15%;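 note: untransfected CHO-K1 host cells lacking M1 receptor as counterscreen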
# CHRM1 agonist: human M1 muscarinic receptor agonism; CHO-K1 hM1, Fluo-8 calcium fluorescence, agonist mode; 0% DMSO, 100% acetylcholine EC100; activation, % at 3 µM; P11229; AID 588814; 360,000 compounds, 0.33% hits;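 active = activation above the run's mean compound activation plus 3 SD, cut at about 16% in these data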;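 note: peak over basal fluorescence ratio within a 140 s kinetic read after compound addition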
# Target sequence (P11229 whole entry, looked up): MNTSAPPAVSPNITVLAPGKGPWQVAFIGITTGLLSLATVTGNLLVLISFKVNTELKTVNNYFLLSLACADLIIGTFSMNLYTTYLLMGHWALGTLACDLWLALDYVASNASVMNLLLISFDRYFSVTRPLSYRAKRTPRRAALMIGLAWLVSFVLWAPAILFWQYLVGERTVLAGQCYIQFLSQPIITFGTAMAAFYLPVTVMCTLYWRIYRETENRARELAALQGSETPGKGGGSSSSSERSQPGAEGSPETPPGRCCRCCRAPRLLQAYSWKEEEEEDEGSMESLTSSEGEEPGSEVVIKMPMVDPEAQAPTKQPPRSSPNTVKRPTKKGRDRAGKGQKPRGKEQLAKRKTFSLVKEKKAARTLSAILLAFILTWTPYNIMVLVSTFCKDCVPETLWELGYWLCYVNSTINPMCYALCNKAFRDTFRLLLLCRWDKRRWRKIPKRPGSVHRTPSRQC
# CHO parental Ca: counter-screen: ATP calcium response change in parental CHO cells; parental CHO-K1, ATP-induced calcium, Fluo-8 fluorescence; inhibition, % at 5.6 µM; 330,000 compounds, 0.63% hits;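 active = inhibition above that plate's mean sample inhibition plus 3 SD, cut at about 26% in these data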;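 note: 0% = ATP-challenged DMSO wells and 100% = DMSO wells without ATP; some compounds past the cut are filed as inactive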
#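 test system = CHO parental line | reagent = ATP stimulus | measured by = intracellular calcium via Fluo-8 no-wash fluorescent dye | control set = ATP and no-ATP DMSO wells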
# Starred values were filed as active, the others as inactive; / = not tested or not shown. Compounds as they come. About 3.3% of those tested had a hit in this group.
SMILES,CHO-K1 Ca antag,TAAR1 antagonist,TAAR1 agonist,V1aR counter,OXTR potentiate,M1 PAM parental,M1 ag parental,CHRM1 agonist,CHO parental Ca
Cc1ccccc1/C(=N\S(=O)(=O)c1ccc(Br)cc1)Nc1ccccc1,-16,-11,0,/,/,15,0.4,-3,/
COc1ccc(C(=O)/C=C/Nc2ccc(S(=O)(=O)Nc3nc(C)cc(C)n3)cc2)c(OC)c1,-3,-2,-4,2.1,4,6,0.7,-4,-12
CCC(C)n1c(C)cc(=O)n1C(C)CC (stereo unspecified),-6,10,1,/,/,8,0.5,-1,/
O=C1Cc2ccccc2N1c1c(Cl)cccc1Cl,-11,15,9,-0.7,-3,16,1.2,-2,-16
Cc1c(OCC(=O)N[C@@H](Cc2ccccc2)C(=O)O)ccc2c1oc(=O)c1ccccc12,-9,-8,-1,0.3,-2,28,1.4,-4,13
CNC(=O)NC(=O)C(C)OC(=O)c1c(C)noc1C (stereo unspecified),12,-21,1,1.0,-25,-5,0.4,0,6
Cc1ccc(C2C(C(=O)c3cc4ccccc4o3)=C(O)C(=O)N2CCN2CCOCC2)o1 (stereo unspecified),-15,3,7,1.5,-17,21,-0.3,0,-16
Cc1ccc(-c2nc3ncccn3c2Nc2ccc3c(c2)OCCO3)cc1,-14,5,3,0.2,-9,22,0.1,-1,-17
COc1ccc(N2CCN(C(=O)CN(C)S(=O)(=O)c3cnc[nH]3)CC2)cc1,1,3,3,2.1,-4,-8,-0.2,-2,-2
CCc1ccc(N2C(=O)Cc3c2nc(N)c(C#N)c3N)cc1,-12,10,0,-0.3,2,13,0.8,-6,-7
O=[N+]([O-])c1ccc(Cl)c(C2Nc3cccc4cccc(c34)N2)c1,3,-22,-2,-1.5,-2,2,-0.5,-4,-11
CCCC1=C(C(=O)OCC)C(c2ccco2)n2ncnc2N1 (stereo unspecified),11,6,4,0.7,-9,-24,0.2,-3,-12
O=C(Nc1ncc(Cl)cc1Cl)c1c(F)cccc1Cl,-14,-31,-1,0.5,-12,11,0.0,-3,-4
CN(Cc1ccccc1)C(=O)c1ccc(NC2=NC3CS(=O)(=O)CC3S2)cc1 (stereo unspecified),5,-3,0,0.4,-8,5,-0.1,-5,3
CCOC(=O)C1(Cc2cccc(Cl)c2)CCCN(C(=O)CCC(=O)N(C)C)C1 (stereo unspecified),-5,-1,1,1.5,-12,19,0.7,-5,-6
CCCC1=NN2C(=N)/C(=C\c3ccc(OCCOc4ccc(NC(C)=O)cc4)c(OC)c3)C(=O)N=C2S1,-5,5,-1,-0.7,-8,-6,0.2,-2,4
Nc1c(Cl)cc(C2=NCCn3c2c2ccc(C(F)(F)F)cc2[n+]3[O-])cc1Cl,-2,16,7,-0.8,4,0,-0.4,3,-15
CCN(Cc1ccccc1)S(=O)(=O)c1ccc(S(=O)(=O)N(Cc2cccc(OC)c2)CC2CCCO2)cc1 (stereo unspecified),-1,23,4,2.9,-8,-6,0.3,-2,13
CN=C(Nc1cccc(S(=O)(=O)N2CCOCC2)c1)c1ccccc1,-13,-1,3,1.7,1,-13,0.8,-7,-7
CC(C)OC(=O)c1sc2nc3c(cc2c1N)C(=O)CCC3,-8,5,5,-0.7,-14,1,-0.1,-2,-1
COc1ccc(/C=N/NC(=O)c2cc(C)oc2C)cc1OC,1,-6,0,0.2,-6,4,12,-5,3
CC(NC(=O)C(=O)N1CCCCC1)C(c1cccs1)N1CCN(c2ccccc2)CC1 (stereo unspecified),-14,0,5,3.0,-6,0,1.6,-3,-22
Cn1cccc1C(=O)OCC(=O)NCCc1ccccc1,10,-1,13,0.7,-5,-16,0.2,1,-3
C[C@H](N)c1nnc(SCc2ccc(Cl)cc2Cl)o1,4,2,11,-0.3,-5,-3,0.3,-4,-4
O=C(COC(=O)CNC(=O)c1ccccc1F)NC1CC1,-4,-6,3,1.6,1,-14,-0.1,0,-4
N#CC1=C(N)Oc2n[nH]c(-c3ccccc3)c2C1c1ccsc1 (stereo unspecified),-1,-5,15,-0.6,-8,19,0.7,-6,-14
CCCCOC(=O)CCn1c(=S)oc2ccccc21,-11,25,44*,-1.3,-5,20,0.7,-5,-7
c1ccc(SCc2cc(-c3ccccc3)no2)cc1,-11,11,5,-0.8,-17,21,2.4,-4,-2
COC(=O)C1=C(C)NC(=O)NC1c1cccc(OC)c1OCc1ccccc1 (stereo unspecified),8,7,2,-0.8,0,-7,-0.5,-5,-20
CC(C)CCC(C(=O)O)C(C)CC(=O)NC1CCCCC1 (stereo unspecified),-3,16,6,-0.1,-5,13,0.3,-5,-5
CCN(Cc1ccccc1)S(=O)(=O)c1cc(C(=O)OC)n(C)c1,-9,17,0,-0.2,-12,9,0.8,-3,-6
CCOC(=O)c1c(CC(C)C)csc1N,-11,1,6,0.0,0,9,0.3,-5,-21
CCCCN1C(=O)C2Cc3c([nH]c4ccccc34)CN2C1=S (stereo unspecified),6,13,3,1.9,-23,-8,0.2,0,-7
COC(=O)/C(=C/c1ccc(OC)cc1)NC(=O)c1ccco1,11,0,1,-0.1,0,-12,0.1,-3,-1
CCCOc1ccc([N+](=O)[O-])cc1C1NC(=S)NC(c2ccccc2)=C1C(=O)OCC (stereo unspecified),-2,-3,-2,-0.4,-15,6,0.4,-4,-15
O=C(COC(=O)c1cccc(O)c1)Nc1nnc(-c2ccccc2)o1,-4,-1,1,-0.2,-4,3,0.0,-2,-6
CCOC(=O)c1[nH]c2ccccc2c1NC(=S)Nc1ccccc1C,-1,-4,1,1.9,1,17,0.8,-4,-11
Cn1cc(/C=C2\SC(=S)N(NC(=O)c3ccccc3)C2=O)c2ccccc21,1,44,12,3.8,-8,7,3.1,0,-5
CC(=O)SC1CC(=O)N(c2ccc(C(C)(C)C)cc2)C1=O (stereo unspecified),-6,-5,0,5.6,-7,8,4.3,-2,-20
CCOc1cc(/C=N\NC(=O)c2ccc(C)nc2)ccc1OC(=O)c1ccc(F)cc1,-21,-20,3,0.6,-9,2,1.5,-2,-21
CC1(C(=O)NCc2ccc3c(c2)OCO3)CCN1C(=O)Cc1ccc(Cl)cc1Cl (stereo unspecified),-17,-6,4,/,/,20,1.7,-6,/
Cc1cc(-c2ccc(C)c(S(=O)(=O)Nc3ccc(S(N)(=O)=O)cc3)c2)on1,-9,-12,1,-0.1,-11,11,0.8,-2,7
CCOc1cc(/C=N/NC(=O)C2CC2)ccc1OC(C)C,-1,-4,0,/,/,-5,-0.3,-1,/
CC(NC(=O)CSc1nnc(-c2cccc(S(=O)(=O)N3CCCCC3)c2)o1)C12CC3CC(CC(C3)C1)C2 (stereo unspecified),-7,22,-4,-0.1,-9,21,0.8,-3,-60
C#CCn1cc(Cl)cc(C(=O)Nc2ccccc2)c1=O,-3,-10,3,1.2,-10,-2,1.8,-5,-24
O=C(Cn1cccc1C(=O)c1ccccc1)NCc1ccc(Cl)cc1,-12,-6,3,-1.7,5,17,-0.3,-4,-17
CC(=O)Nc1ccc(CC#N)cc1,-8,-36,3,0.2,-11,12,1.4,-3,-7
COCCN(CCOC)CC(O)COC(c1ccccc1)c1ccccc1 (stereo unspecified),1,/,/,0.1,-10,22,1.1,-16,-18
O=C(COc1cccnc1[N+](=O)[O-])NC1CCS(=O)(=O)C1 (stereo unspecified),-6,-10,0,0.5,-2,2,0.2,-5,0
O=C(NNC(=O)C1CCCCC1)c1ccncc1,-14,-12,9,-0.1,3,0,0.8,-1,-9
O=C(NCC1OCCCN1S(=O)(=O)c1ccc(F)cc1)C(=O)NC1CCCC1 (stereo unspecified),-1,-18,1,0.2,-8,-12,0.1,-1,-12
CCOC(=O)NC(C(Cl)(Cl)Cl)S(=O)(=O)c1ccccc1 (stereo unspecified),-3,-5,2,0.2,-3,16,0.4,-3,-6
CN(C)c1ccc(CNC(=O)CN2C(=O)COc3ccc(S(=O)(=O)N4CCCC4)cc32)cc1,-6,-5,-1,0.5,-1,-7,1.1,-5,-17
